TCR-CD3 inh – human TCR-CD3 binding inhibition | AID 651800 | TAMRA-labeled TCR probe fluorescence, biochemical | inhibition, % at 9.4 µM | 360,000 tested, 0.37% active; in the data active = inhibition above about 19%;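 also: recombinant mutant TCR 2C K166C tagged with TAMRA read by polarization; 0% = receptor in buffer alone and 100% = receptor with positive control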
LEDGF integ inh – blocks HIV-1 LEDGF/p75-dependent DNA integration; inhibition, % at 3.7 µM; 370,000 tested, 0.64% active; TR-FRET IN-LEDGF/p75 DNA integration, Eu/Cy5;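 active = inhibition above the screen-wide mean plus 3 SD, cut at about 13% in these data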;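 also: signal is the Cy5 over europium emission ratio at 671 and 618 nm; 0% = plate median of compound wells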
TDP2 inh – blocks human TDP2 phosphodiesterase activity; O95551; recombinant TDP2, T5PNP hydrolysis, p-nitrophenol absorbance 415 nm; inhibition, % at 12.8 µM; 370,000 tested, 0.34% active; AID 720702;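 active = inhibition above the mean of all tested compounds plus 3 SD, set per campaign, cut at about 25% in these data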;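 also: 0% = DMSO with enzyme and 100% = buffer with substrate but no TDP2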
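Test system: Human TDP2 enzyme | Reagent: 5 mM T5PNP | Compound dosing: 12.8 µM single point, 1% DMSO | Incubation: Enzyme reaction with compound for 2 h at 37 °C | Technique: p-Nitrophenol epi absorbance | Read-out: % inhibition relative to enzyme-containing and enzyme-free wells | Benchmarks: High control without enzyme, low control DMSO plus TDP2 | Replicates: Singlicate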
rCAG binder – molecules binding r(CAG) RNA repeats; AID 651821; 370,000 tested, 1.3% active; inhibition, % at 3 µM; r(CAG) RNA repeat, TO-PRO-1 dye displacement fluorescence;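 active = inhibition above the plate cutoff, the mean of all test compounds on that plate plus 3 SD, cut at about 35% in these data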;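 also: 0% = DMSO alone and 100% = 100 µM mitoxantrone as full dye displacement; higher means more dye released from RNA so lower well fluorescence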
ABHD4 inh – inhibits mouse alpha/beta hydrolase domain 4; inhibition, % at 8.92 µM; 370,000 tested, 0.54% active; purified mABHD4, FP-Rh probe fluorescence polarization; Q8VD66; AID 720543;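 active = inhibition exceeding the mean over every tested compound plus 3 SD, cut at about 30% in these data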;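 also: 0% = plate median of compound wells and 100% = S159A mutant with DMSO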
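Material: mouse ABHD4 enzyme, wild type; Benchmarks: S159A mutant high control, sample median low control; Buffer or medium: HEPES pH 7.0, NaCl, Pluronic buffer; Signal: fluorescence polarization; Read-out: percent inhibition of probe binding, normalized to plate controls; Timing: pre-incubation 45 min, probe exposure 60 min, at 25 °C; Dosing: 8.92 µM, single dose.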
HTRA1 inhibitor – HTRA1 (human) protease inhibition; Q92743; recombinant HTRA1, FP-rhodamine activity-based probe, fluorescence polarization; inhibition, % at 5.96 µM; 340,000 tested, 0.5% active; AID 504803; in the data active = inhibition above about 36%;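 also: 0% = enzyme with DMSO and 100% = wells lacking enzyme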
Target sequence (Q92743 whole entry, looked up): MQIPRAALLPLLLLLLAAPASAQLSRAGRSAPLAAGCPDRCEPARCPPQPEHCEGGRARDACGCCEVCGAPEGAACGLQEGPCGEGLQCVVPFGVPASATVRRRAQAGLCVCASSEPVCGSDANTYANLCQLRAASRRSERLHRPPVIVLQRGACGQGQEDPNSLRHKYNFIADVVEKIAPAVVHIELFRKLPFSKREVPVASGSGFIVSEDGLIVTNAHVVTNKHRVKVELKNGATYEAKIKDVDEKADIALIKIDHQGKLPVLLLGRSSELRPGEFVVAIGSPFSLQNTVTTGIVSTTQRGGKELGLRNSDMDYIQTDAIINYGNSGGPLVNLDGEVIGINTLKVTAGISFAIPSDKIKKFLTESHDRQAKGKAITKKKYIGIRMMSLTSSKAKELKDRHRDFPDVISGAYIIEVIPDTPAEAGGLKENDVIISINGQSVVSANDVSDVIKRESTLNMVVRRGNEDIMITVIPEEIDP
SIAE primary – inhibitors of human sialic acid acetylesterase SIAE | SIAE FP-Rh probe binding, fluorescence polarization | inhibition, % at 9.66 µM | 370,000 tested, 0.69% active | AID 1053197;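 active = inhibition above a cutoff: mean of compounds within the control limits plus 3 SD of those, cut at about 17% in these data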;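 also: 0% = plate median of compound wells and 100% = probe without SIAE protein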
NR1D1 modulator – Rev-erb alpha (human) modulation | 370,000 tested, 0.79% active | Rev-erbα–FITC-DNA binding, fluorescence polarization, 90 min | AID 1259318 | activity, % at 10 µM | P20393;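 active = activity above about 14%, limit read from the data; passing the limit was not always enough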;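 also: 0% = DMSO wells with 35 nM protein and 100% = DMSO wells with 750 nM protein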
PRMT1 FP inh – blocks human protein arginine methyltransferase 1. AID 652257. inhibition, % at 2.79 µM. Q99873. recombinant PRMT1, activity-based probe fluorescence polarization. 370,000 tested, 1.3% active;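 active = inhibition above about 21% made by adding two undisclosed values, limit read from the data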
Target sequence (Q99873 whole entry, looked up): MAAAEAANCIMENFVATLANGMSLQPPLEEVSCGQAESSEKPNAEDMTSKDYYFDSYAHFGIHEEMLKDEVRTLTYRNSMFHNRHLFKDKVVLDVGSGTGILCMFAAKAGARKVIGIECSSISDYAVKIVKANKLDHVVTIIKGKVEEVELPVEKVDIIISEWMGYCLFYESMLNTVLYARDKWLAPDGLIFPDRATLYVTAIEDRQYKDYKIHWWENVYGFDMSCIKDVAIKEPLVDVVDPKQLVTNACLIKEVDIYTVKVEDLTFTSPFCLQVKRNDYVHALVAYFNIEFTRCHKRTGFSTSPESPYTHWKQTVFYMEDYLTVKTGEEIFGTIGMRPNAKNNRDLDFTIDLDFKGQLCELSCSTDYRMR
PG9 Ab binder – small molecules binding HIV-1 gp120 antibody PG9; 360,000 tested, 0.43% active; inhibition, % at 6.7 µM; TR-FRET gp120-PG9 antibody binding; in the data active = inhibition above about 8.5%
The depositor's hits bear a star; · = no result given. These rows are one share of the data, so the mix of outcomes need not match the whole.

Each structure is followed by: TCR-CD3 inh | LEDGF integ inh | TDP2 inh | rCAG binder | ABHD4 inh | HTRA1 inhibitor | SIAE primary | NR1D1 modulator | PRMT1 FP inh | PG9 Ab binder
#1 O=C(Cc1c(F)cccc1Cl)NCCN1CCOCC1
→ 2 | 3 | -12 | -1 | -4 | 3 | 4 | -2 | -6 | -3.2
#2 Cc1c(Br)c([N+](=O)[O-])nn1CC(=O)NCc1cccs1
→ 4 | 2 | -1 | 0 | -3 | 6 | 3 | -4 | -2 | -0.5
#3 CCOc1ccc(CCNC(=O)CCc2nnc3ccc(N4CCOCC4)nn23)cc1
→ 1 | 0 | -13 | 0 | 4 | -3 | 3 | 8 | 0 | 0.4
#4 CC(C)C[C@@H]1NC(=O)N(CCCn2ccnc2)C1=O
→ 0 | -1 | 14 | 1 | -6 | -1 | 0 | 0 | -5 | -1.9
#5 Cc1cc(C)c(C#N)c(N2CCSCC2)n1
→ 9 | 2 | 1 | -1 | -3 | 2 | 2 | 15 | 1 | 0.4
#6 CC1C/C(=N/NC(=O)c2ccc(CSc3nc4ccccc4[nH]3)cc2)CC(C)(C)C1 (stereo not given)
→ 6 | -2 | -14 | 9 | -39 | -67 | -92 | -3 | -1 | -0.7
#7 CC(Sc1ncccn1)C(=O)Nc1ccc2c(c1)OCO2 (stereo not given)
→ -10 | -4 | 7 | 3 | 12 | 14 | 3 | 3 | 2 | -0.6
#8 CCN(CC(=O)NCc1ccc(F)cc1)C(=O)Cc1ccc(OC)cc1
→ 1 | -3 | 8 | 2 | -8 | -7 | 6 | -4 | -1 | 1.1
#9 O=C(CCCC1=NS(=O)(=O)c2ccccc2N1)N1CCN(c2ccc(Cl)cc2)CC1
→ -10 | 1 | 3 | 3 | 1 | 0 | 5 | 0 | 3 | 0.1
#10 CCOC(=O)N1C2c3ccccc3C(c3ccccc32)N1C(=O)OCC
→ -1 | 3 | -10 | 0 | 5 | 4 | 4 | -2 | -2 | -0.1
#11 CCCNC(=O)C1(C)CCCN(C(=O)c2ccc3sccc3c2)C1 (stereo not given)
→ -1 | 2 | 15 | 1 | 1 | · | -2 | -3 | 2 | -0.7
#12 O=C(c1ccc(Cl)cc1)N1CCCCC(Sc2nnc(-c3ccc4c(c3)OCO4)o2)C1=O (stereo not given)
→ 8 | -6 | -8 | -1 | 1 | -4 | -2 | 7 | -1 | -0.1
#13 CCNC(=O)c1ccc(NS(=O)(=O)c2ccc3[nH]c(=O)[nH]c3c2)cc1
→ -2 | 6 | -2 | 1 | -3 | 0 | -4 | -6 | 0 | -0.6
#14 O=C(N/N=C/c1ccc(N2CCCCC2)o1)c1ccccc1[N+](=O)[O-]
→ 1 | 4 | 6 | 11 | 11 | 6 | 8 | -2 | 31* | 0.4
#15 O=C(COC(=O)c1cccc(-n2cnnn2)c1)Nc1c(Cl)cccc1C(F)(F)F
→ -9 | 3 | -24 | 3 | -11 | -5 | -6 | 6 | -1 | 0.8

Each structure is followed by: TCR-CD3 inh | LEDGF integ inh | TDP2 inh | rCAG binder | ABHD4 inh | HTRA1 inhibitor | SIAE primary | NR1D1 modulator | PRMT1 FP inh | PG9 Ab binder
#16 CCOC(=O)c1c(-c2cccs2)csc1NC(=O)C(C)(C)C
→ 1 | 0 | -3 | -1 | 6 | -7 | -1 | -1 | -1 | 1.7
#17 CCCCNC(=O)c1onc(CSc2cccc(OC)c2)c1C(=O)NCCCC
→ 2 | -1 | -5 | -6 | 1 | -65 | -3 | 2 | 4 | -0.3
#18 COC(=O)c1ccccc1NC(=O)c1cnc2sccn2c1=O
→ -6 | 1 | 3 | 0 | 3 | -4 | -2 | 3 | 1 | 0.9
#19 CCOCCOc1cccc(C(=O)NC(c2ccccc2)c2ccccc2)c1
→ 5 | 4 | 17 | -6 | -8 | 2 | 2 | -4 | 0 | 0.6
#20 CC(C)C(=O)N1CCC2(CC1)Oc1ccc(Cl)cc1C(=O)C21CC(c2ccc(Cl)cc2)=NO1 (stereo not given)
→ -1 | -4 | -4 | 9 | -18 | -38 | -5 | 0 | 1 | -0.1
#21 COc1cccc(C(=O)CN2C(=O)C(C)(C)Oc3ccc(C(=O)N4CCCCCC4)cc32)c1
→ -3 | 1 | -7 | -12 | -10 | -5 | -2 | 1 | 1 | 0.4
#22 CCCC(C)(C)C(=O)N1CCC1(C)C(=O)NS(=O)(=O)c1ccccc1Cl (stereo not given)
→ 4 | 1 | -5 | 5 | 3 | · | 2 | -3 | 0 | -1.8
#23 Cc1cc(NC(=O)c2cccc(Oc3ccccc3)c2)n[nH]1
→ 0 | 7 | -16 | 2 | -11 | -22 | -3 | -1 | 1 | -0.4
#24 O=C1CCC(C(=O)OCC(=O)Nc2ccccc2Br)=NN1
→ -1 | 1 | -13 | -1 | -5 | 0 | -2 | -8 | -7 | -0.1
#25 O=C(/C=C/c1cccs1)NCc1ccc2c(c1)OCO2
→ 2 | 3 | 1 | -4 | -5 | -4 | 9 | 6 | -2 | 1.8
#26 CCc1ccc(OC)c(S(=O)(=O)NCc2cccs2)c1
→ -1 | -1 | 5 | 1 | 3 | -12 | -1 | 6 | 2 | 0.4
#27 Cc1nn(-c2ccccc2)c(C)c1NC(=O)COc1ccc([N+](=O)[O-])cc1
→ -1 | -2 | -13 | 0 | -8 | -7 | 5 | -5 | 2 | 0.6
#28 CCC(Nc1nc(-c2ccccc2)nc2ccccc12)C(=O)O (stereo not given)
→ -4 | 4 | -6 | 2 | 3 | 13 | 4 | -5 | 1 | 1.0
#29 O=C(/C=C/c1ccccc1)NCC(=O)N/N=C/c1ccccc1[N+](=O)[O-]
→ 7 | 2 | -3 | 3 | 1 | 0 | -5 | 2 | 1 | -2.0
#30 Cc1ccccc1NC(=S)Nc1ccc2[nH]c(=O)[nH]c2c1
→ 5 | 5 | -13 | 1 | 10 | 4 | 2 | 5 | 2 | -0.4

Each structure is followed by: TCR-CD3 inh | LEDGF integ inh | TDP2 inh | rCAG binder | ABHD4 inh | HTRA1 inhibitor | SIAE primary | NR1D1 modulator | PRMT1 FP inh | PG9 Ab binder
#31 Cc1ccc(C(=O)NCCCN2CCOCC2)cc1S(=O)(=O)N1CCOCC1
→ 8 | 5 | -17 | -2 | -6 | 2 | -11 | 3 | 1 | -0.5
#32 O=C(O)C1CCCN1c1nc(C(F)(F)F)nc2ccccc12 (stereo not given)
→ -7 | -6 | -2 | 1 | 3 | -1 | -3 | 1 | 3 | 0.8
#33 COc1ccc(OC)c(-n2c(-c3ccccc3)n[nH]c2=S)c1
→ 4 | -7 | -5 | 0 | -3 | 5 | -4 | -5 | 6 | 1.2
#34 COc1ccc2[nH]c3c(c2c1)CCN1C(=O)C(CC(=O)NCCN2CCOCC2)C[C@H](C(=O)N2CCCCC2)[C@@]31C (stereo not given in full)
→ -9 | -4 | 1 | 0 | -16 | 3 | -1 | -3 | 1 | -2.3
#35 Cc1cc(C)nc(NC(=O)Cc2ccc(Br)cc2)n1
→ -3 | -3 | 6 | -3 | 2 | 1 | -5 | -2 | 5 | -0.1
#36 CCCCc1nc(SCC(=O)Nc2ncccn2)n[nH]1
→ -11 | -2 | -10 | 2 | -12 | 1 | -7 | -4 | 5 | 0.1
#37 COc1ccccc1OCC(=O)NCc1cccs1
→ 6 | 0 | -4 | 1 | 4 | -10 | 5 | -2 | 0 | 2.0
#38 NC(=O)c1ccc(-c2ncc(-c3ccccc3)o2)cc1
→ 0 | 1 | -10 | 3 | -6 | -11 | 5 | 5 | -1 | -3.1
#39 CCn1c(SCC(=O)NCc2cccs2)nnc1-c1ccco1
→ 1 | 1 | 9 | -5 | 9 | -4 | -3 | -2 | 0 | -0.1
#40 CCN1CCN(C(=O)CS(=O)Cc2nc(-c3ccc(OC)cc3)oc2C)CC1 (stereo not given)
→ 2 | 2 | 5 | 2 | 3 | -2 | -7 | -6 | 0 | -0.9
#41 COc1ccccc1C(c1nnnn1C(C)(C)C)N1CCN(Cc2ccncc2)CC1 (stereo not given)
→ -3 | 2 | -13 | -1 | 2 | -5 | -5 | -1 | 0 | -3.2
#42 O=C(Nc1ccc(Br)cc1)C1CCCN(C2=NS(=O)(=O)c3ccccc32)C1 (stereo not given)
→ -4 | -1 | -18 | 8 | -25 | 1 | -4 | 1 | 8 | 2.9
#43 COc1ccc(S(=O)(=O)Cc2ccc(C(=O)NCc3cccs3)o2)cc1
→ 2 | -4 | 11 | 4 | 7 | -9 | 6 | 5 | -1 | -1.7
#44 O=C(NC1CCN(C(=S)Nc2ccccc2)CC1)C1CCCCC1
→ -2 | 2 | 13 | 0 | 2 | 0 | 4 | 7 | 2 | -3.5
#45 O=C(O)COc1ccc2c3c(c(=O)oc2c1)CCC3
→ 3 | 2 | 7 | 5 | 0 | -2 | -2 | -8 | 2 | 2.1

Each structure is followed by: TCR-CD3 inh | LEDGF integ inh | TDP2 inh | rCAG binder | ABHD4 inh | HTRA1 inhibitor | SIAE primary | NR1D1 modulator | PRMT1 FP inh | PG9 Ab binder
#46 COc1ccc(C(=O)N(C)Cc2ccccc2)cc1Br
→ 2 | 0 | 6 | -6 | 2 | · | -8 | -4 | 1 | 0.2
#47 O=c1cc(N2CCN(c3ccc(F)cc3)CC2)[nH]c(=O)n1Cc1ccc(F)cc1
→ 10 | 4 | -3 | 4 | 1 | -4 | -1 | -2 | -2 | 1.0
#48 CN1CN=C(NS(=O)(=O)c2ccc([N+](=O)[O-])cc2)NC1
→ 3 | -1 | 0 | 9 | 4 | 5 | 10 | -1 | -2 | 0.7
#49 Cc1ccccc1-c1cnc(C(O)c2ccc(Cl)c(F)c2)[nH]1 (stereo not given)
→ 2 | 2 | -4 | 0 | -12 | · | -5 | 7 | -4 | -1.9
#50 Clc1cccc(CNc2ccn3nc(-c4cccs4)cc3n2)c1
→ 1 | 1 | 4 | 5 | -22 | · | -11 | 1 | 3 | 3.2

Given as tab-separated lines: entries from further up.
#	SMILES	TCR-CD3 inh	LEDGF integ inh	TDP2 inh	rCAG binder	ABHD4 inh	HTRA1 inhibitor	SIAE primary	NR1D1 modulator	PRMT1 FP inh	PG9 Ab binder
40	CCN1CCN(C(=O)CS(=O)Cc2nc(-c3ccc(OC)cc3)oc2C)CC1 (stereo not given)	2	2	5	2	3	-2	-7	-6	0	-0.9
41	COc1ccccc1C(c1nnnn1C(C)(C)C)N1CCN(Cc2ccncc2)CC1 (stereo not given)	-3	2	-13	-1	2	-5	-5	-1	0	-3.2
42	O=C(Nc1ccc(Br)cc1)C1CCCN(C2=NS(=O)(=O)c3ccccc32)C1 (stereo not given)	-4	-1	-18	8	-25	1	-4	1	8	2.9
43	COc1ccc(S(=O)(=O)Cc2ccc(C(=O)NCc3cccs3)o2)cc1	2	-4	11	4	7	-9	6	5	-1	-1.7
44	O=C(NC1CCN(C(=S)Nc2ccccc2)CC1)C1CCCCC1	-2	2	13	0	2	0	4	7	2	-3.5
45	O=C(O)COc1ccc2c3c(c(=O)oc2c1)CCC3	3	2	7	5	0	-2	-2	-8	2	2.1
46	COc1ccc(C(=O)N(C)Cc2ccccc2)cc1Br	2	0	6	-6	2	·	-8	-4	1	0.2
47	O=c1cc(N2CCN(c3ccc(F)cc3)CC2)[nH]c(=O)n1Cc1ccc(F)cc1	10	4	-3	4	1	-4	-1	-2	-2	1.0
